Screening data (PubChem BioAssay)
SIAE inh: human SIAE inhibitors, primary screen, biochemical, fluorescence polarization, FP-Rh probe, 1536-well HTS; inhibition, % at 9.66 µM; Sialate O-acetylesterase (Homo sapiens), Q9HAT2; 370,000 compounds, 0.69% hits; SIAE FP-Rh probe binding;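 active means inhibition above a cutoff: mean of compounds within the control limits plus 3 SD of those, cut at about 17% in these data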;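 further: 0% = plate median of compound wells and 100% = probe without SIAE protein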
ABHD4 inh: ABHD4 inhibitors, primary screen, biochemical, fluorescence polarization, mouse; 370,000 compounds, 0.54% hits; inhibition, % at 8.92 µM; (Lyso)-N-acylphosphatidylethanolamine lipase (Mus musculus), Q8VD66; purified mABHD4, FP-Rh probe fluorescence polarization; AID 720543, 2013;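 active means inhibition exceeding the mean over every tested compound plus 3 SD, cut at about 30% in these data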;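 further: 0% = plate median of compound wells and 100% = S159A mutant with DMSO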
Target sequence (Q8VD66 whole entry, looked up): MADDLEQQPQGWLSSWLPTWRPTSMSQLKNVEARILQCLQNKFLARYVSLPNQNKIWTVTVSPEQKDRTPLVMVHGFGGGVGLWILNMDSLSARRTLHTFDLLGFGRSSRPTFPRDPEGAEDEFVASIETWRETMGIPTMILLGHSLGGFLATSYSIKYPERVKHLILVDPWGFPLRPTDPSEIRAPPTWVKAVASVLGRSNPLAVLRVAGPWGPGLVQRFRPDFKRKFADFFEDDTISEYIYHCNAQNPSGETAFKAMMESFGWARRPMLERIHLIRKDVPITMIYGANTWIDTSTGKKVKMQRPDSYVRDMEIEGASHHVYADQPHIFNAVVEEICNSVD
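System: mouse ABHD4 enzyme, wild type / Medium: HEPES pH 7.0, NaCl, Pluronic buffer / Reagent: FP-Rh activity-based fluorescent probe / Control set: S159A mutant high control, sample median low control / Detection: fluorescence polarization with parallel and perpendicular emission, 525/598 nm / Schedule: 45 min + 60 min at 25 °C / Compound dosing: 8.92 µM, single dose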
LEDGF integ inh: blockers of LEDGF/p75-dependent integrase strand transfer – biochemical, TR-FRET, high throughput, primary screen. HIV-1 integrase (with human LEDGF/p75). TR-FRET IN-LEDGF/p75 DNA integration, Eu/Cy5. inhibition, % at 3.7 µM. 370,000 compounds, 0.64% hits;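 active means inhibition above the screen-wide mean plus 3 SD, cut at about 13% in these data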;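 further: signal is the Cy5 over europium emission ratio at 671 and 618 nm; 0% = plate median of compound wells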
HTRA1 inhibitor: HTRA1 serine protease inhibitors, primary screen, biochemical, fluorescence polarization, HTS; Q92743; recombinant HTRA1, FP-rhodamine activity-based probe; inhibition, % at 5.96 µM; 340,000 compounds, 0.5% hits; in the data active means inhibition above about 36%;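 further: 0% = enzyme with DMSO and 100% = wells lacking enzyme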
TCR-CD3 inh: inhibitors of human TCR-CD3 interaction, primary screen, biochemical, fluorescence, TAMRA-labeled TCR probe. inhibition, % at 9.4 µM. T-cell receptor (TCR). 360,000 compounds, 0.37% hits. AID 651800, 2012; in the data active means inhibition above about 19%;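 further: recombinant mutant TCR 2C K166C tagged with TAMRA read by polarization; 0% = receptor in buffer alone and 100% = receptor with positive control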
TDP2 inh: human TDP2 enzyme inhibitors, primary screen, biochemical, epi absorbance, recombinant enzyme; Tyrosyl-DNA phosphodiesterase 2 (Homo sapiens), O95551; T5PNP hydrolysis, p-nitrophenol absorbance 415 nm; inhibition, % at 12.8 µM; 370,000 compounds, 0.34% hits; AID 720702, 2013;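 active means inhibition above the mean of all tested compounds plus 3 SD, set per campaign, cut at about 25% in these data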;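 further: 0% = DMSO with enzyme and 100% = buffer with substrate but no TDP2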
Target sequence (O95551 whole entry, looked up): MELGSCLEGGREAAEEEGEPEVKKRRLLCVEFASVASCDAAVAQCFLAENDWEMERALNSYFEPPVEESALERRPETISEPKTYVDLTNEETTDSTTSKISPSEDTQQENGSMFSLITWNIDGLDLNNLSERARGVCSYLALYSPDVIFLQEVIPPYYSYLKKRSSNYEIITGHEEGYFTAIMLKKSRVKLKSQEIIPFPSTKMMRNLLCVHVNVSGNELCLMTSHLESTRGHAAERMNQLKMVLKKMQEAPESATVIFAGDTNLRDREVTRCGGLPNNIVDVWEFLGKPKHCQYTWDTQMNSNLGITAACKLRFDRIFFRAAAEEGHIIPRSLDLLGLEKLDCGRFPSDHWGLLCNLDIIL
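System: recombinant human TDP2 / Amount: 120 nM TDP2 per well / Also added: 5 mM T5PNP chromogenic substrate / Doses: 12.8 µM single point, 1% DMSO / Incubation: 2 h at 37 °C / Detection: p-Nitrophenol epi absorbance / Evaluation: % inhibition relative to enzyme-containing and enzyme-free wells / Repeats: singlicate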
PRMT1 inh: PRMT1 methyltransferase inhibitors, primary screen, biochemical, fluorescence polarization; Protein arginine N-methyltransferase 1 (Homo sapiens), Q99873; recombinant PRMT1, activity-based probe fluorescence polarization; inhibition, % at 2.79 µM; 370,000 compounds, 1.3% hits;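 active means inhibition above about 21% made by adding two undisclosed values, limit read from the data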
Target sequence (Q99873 whole entry, looked up): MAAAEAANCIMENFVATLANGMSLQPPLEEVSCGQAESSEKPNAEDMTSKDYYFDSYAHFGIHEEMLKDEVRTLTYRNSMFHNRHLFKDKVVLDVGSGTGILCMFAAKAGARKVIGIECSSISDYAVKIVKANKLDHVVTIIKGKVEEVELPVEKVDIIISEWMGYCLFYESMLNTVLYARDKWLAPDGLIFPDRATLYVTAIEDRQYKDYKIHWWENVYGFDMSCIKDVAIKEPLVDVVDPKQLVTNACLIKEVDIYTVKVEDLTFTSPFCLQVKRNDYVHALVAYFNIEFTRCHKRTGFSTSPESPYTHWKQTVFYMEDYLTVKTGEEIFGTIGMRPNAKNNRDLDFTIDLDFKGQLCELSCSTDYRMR
rCAG binder: binders of r(CAG) RNA repeats, primary screen, biochemical, fluorescence; r(CAG) RNA repeat, TO-PRO-1 dye displacement fluorescence; inhibition, % at 3 µM; 370,000 compounds, 1.3% hits;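 active means inhibition above the plate cutoff, the mean of all test compounds on that plate plus 3 SD, cut at about 35% in these data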;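 further: 0% = DMSO alone and 100% = 100 µM mitoxantrone as full dye displacement; higher means more dye released from RNA so lower well fluorescence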
Rev-erbA mod: modulators of Rev-erb alpha DNA binding, primary screen, biochemical, FITC-DNA, fluorescence polarization, uHTS; activity, % at 10 µM; AID 1259318, 2017; 370,000 compounds, 0.79% hits; Nuclear receptor subfamily 1 group D member 1 (Homo sapiens), P20393; Rev-erbα–FITC-DNA binding, 90 min;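 active means activity above about 14%, limit read from the data; passing the limit was not always enough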;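 further: 0% = DMSO wells with 35 nM protein and 100% = DMSO wells with 750 nM protein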
PG9 binder: binders of HIV-1 gp120 antibody PG9, primary screen, biochemical, TR-FRET; TR-FRET gp120-PG9 antibody binding; 360,000 compounds, 0.43% hits; AID 624416, 2012; inhibition, % at 6.7 µM; in the data active means inhibition above about 8.5%
An asterisk follows results filed as active; · = no result given. These rows are one share of the data; count on the stated rates, not on these rows.

entry	molecule	SIAE inh	ABHD4 inh	LEDGF integ inh	HTRA1 inhibitor	TCR-CD3 inh
1	Cc1ccc(-c2noc(CCC(=O)N3CCN(c4cc(C)ccc4C)CC3)n2)cc1	5	0	2	-29	2
2	NNC(=O)CSCc1ccc(Cl)cc1Cl	-7	-8	-1	-18	0
3	Cc1ccc(SCC(=O)c2c(C)nc3ccccn23)cc1	1	-6	-2	-10	6
4	COC(=O)[C@H]1Cc2cnoc2C[C@]1(C)C(=O)O	3	7	-2	0	-3
5	O=C(CSc1ccc(-c2ccco2)nn1)Nc1cccc(F)c1	17*	-4	3	7	5
6	C[C@H](CO)N1C[C@H](C)[C@@H](CN(C)C(=O)Nc2ccc(C(C)(C)C)cc2)OCc2cnnn2CCCC1=O	-1	-1	1	-4	1
7	O=C(NCc1ccccc1F)C1CCCN1C(=O)NCc1ccccc1 (configuration not stated)	-12	-11	1	-3	9
8	COc1ccccc1NS(=O)(=O)c1ccc2c(c1)N(C(C)=O)CC(C)S2 (configuration not stated)	1	-4	2	4	0

entry	TDP2 inh	PRMT1 inh	rCAG binder	Rev-erbA mod	PG9 binder
1	-9	-1	1	0	-1.1
2	-7	-6	2	2	-0.1
3	4	-2	-4	-3	-2.5
4	1	5	2	4	1.1
5	9	18	7	3	-2.7
6	-6	2	-1	-6	-0.7
7	-18	-2	7	0	-0.6
8	-9	-1	-2	3	-2.7

Continuation:
entry	molecule	SIAE inh	ABHD4 inh	LEDGF integ inh	HTRA1 inhibitor	TCR-CD3 inh
9	CCCCCCN1CCN(C2CN(Cc3cn(Cc4cc(C)cc(C)c4)nn3)S(=O)(=O)C2)CC1 (configuration not stated)	3	4	-3	·	-8
10	O=S(=O)(c1ccc(F)cc1)N1CC2CCCN2c2ccc(C(F)(F)F)cc21 (configuration not stated)	-4	-6	0	-13	-8
11	CCOc1ccc(N2CC(C(=O)NCCc3ccc(OC)c(OC)c3)CC2=O)cc1 (configuration not stated)	10	3	2	7	-6
12	N#C/C(=C(/O)CN1CCOCC1)c1nc2ccccc2s1	-1	9	-1	-1	2
13	Cc1cc(NC(=O)c2c(Br)cnn2C)no1	1	-1	0	4	0
14	Cc1nc(/C=C/c2ccccc2)[nH]c(=O)c1-c1ccccc1	-9	1	1	6	2
15	N#CCCNS(=O)(=O)c1ccc(C(=O)OCCCOC(=O)c2ccc(S(=O)(=O)NCCC#N)cc2)cc1	6	-3	5	7	1
16	CC(=O)NS(=O)(=O)c1ccc(NC(=O)c2cc(-c3ccc(C)c(C)c3)nc3ccccc23)cc1	-31	-57	4	-37	1

entry	TDP2 inh	PRMT1 inh	rCAG binder	Rev-erbA mod	PG9 binder
9	9	6	-1	-3	-1.3
10	3	0	1	6	1.2
11	5	-4	-2	-2	0.2
12	-7	2	0	1	0.3
13	-6	2	0	0	-1.8
14	-5	-3	3	3	-2.9
15	3	0	4	3	0.9
16	3	1	77*	-1	-1.4

Following part
entry	molecule	SIAE inh	ABHD4 inh	LEDGF integ inh	HTRA1 inhibitor	TCR-CD3 inh
17	CCS(=O)(=O)NC(=O)C1(C)CCN1C(=O)Cc1ccc(Cl)cc1Cl (configuration not stated)	1	-3	3	·	3
18	CC(=O)c1ccc(NC(=O)Cc2ccsc2)cc1	6	6	-1	-2	5
19	CCOc1ccc(/C=N/NC(=O)NC23CC4CC(CC(C4)C2)C3)cc1O	-1	0	1	-9	1
20	O=C(CN(Cc1ccccc1)S(=O)(=O)c1ccc(F)cc1)NCc1ccncc1	2	-2	-10	-2	-9
21	CCC(C)NC(=O)c1ccccc1NC(=O)c1ccc(CSc2ccccc2)cc1 (configuration not stated)	-9	0	-6	-16	-1
22	CCOC(=O)C1=C(COC(=O)[C@@H](NC(=O)c2cccc(C)c2)C(C)C)NC(=O)NC1C (some centres not stated)	7	3	-2	-1	-1
23	COC(=O)C(C(=O)OC)c1ccccc1NS(=O)(=O)c1ccc(C)cc1	-1	-1	-6	·	5
24	CCOc1cc(-c2c(C#N)c(N)nc3c2CCCC3)ccc1O	-4	2	2	-2	2

entry	TDP2 inh	PRMT1 inh	rCAG binder	Rev-erbA mod	PG9 binder
17	5	-2	3	-2	-0.8
18	3	2	0	-7	1.2
19	3	-1	2	0	0.4
20	-16	5	-1	0	-1.7
21	-1	4	1	2	-0.9
22	-3	0	0	-7	0.5
23	-9	-10	4	-2	1.2
24	5	0	-2	1	0.4

New compounds follow:
entry	molecule	SIAE inh	ABHD4 inh	LEDGF integ inh	HTRA1 inhibitor	TCR-CD3 inh
25	CNC(=S)NNC(=O)CNc1ccc(C)c(Cl)c1	-3	-2	0	0	-1
26	CCCCNC(=O)C[C@@H]1C(=O)N(CCc2ccc(Cl)cc2)/C2=C/CCCCC[C@@]21C(=O)OCC	-4	-3	0	·	·
27	COc1cc(OC)cc(C(=O)OCC(=O)NC(c2ccccc2)c2ccccc2)c1	3	8	-5	8	-3
28	CN1C(=O)c2ccc(NC(=O)CCS(=O)(=O)c3ccccc3)cc2C1=O	-6	1	3	1	7
29	N#Cc1c(N)oc(-c2ccccc2)c1-c1ccccc1	-3	-6	-1	-6	0
30	Cn1c(SCC(=O)Nc2sccc2C(N)=O)nnc1-c1ccncc1	2	0	1	1	-1
31	CC(C)CCC(O)(c1ccccc1)C(CN1CCOCC1)c1ccccc1 (configuration not stated)	4	2	-2	-5	-3
32	COc1cccc(CN2CC(C(=O)NCCc3nccs3)CCC2=O)c1 (configuration not stated)	-2	-4	-1	-4	-4

entry	TDP2 inh	PRMT1 inh	rCAG binder	Rev-erbA mod	PG9 binder
25	0	2	-1	2	-1.2
26	6	-2	1	6	·
27	-2	10	1	-2	-1.4
28	-6	0	-1	0	0.9
29	-2	-1	2	0	-1.1
30	-7	0	2	-4	1.5
31	-8	0	-4	0	0.1
32	7	4	0	1	-2.2

Just ABHD4 inh, rCAG binder and LEDGF integ inh, for 4 of the compounds above:
nr | molecule | ABHD4 inh | rCAG binder | LEDGF integ inh
27 | COc1cc(OC)cc(C(=O)OCC(=O)NC(c2ccccc2)c2ccccc2)c1 | 8 | 1 | -5
28 | CN1C(=O)c2ccc(NC(=O)CCS(=O)(=O)c3ccccc3)cc2C1=O | 1 | -1 | 3
29 | N#Cc1c(N)oc(-c2ccccc2)c1-c1ccccc1 | -6 | 2 | -1
30 | Cn1c(SCC(=O)Nc2sccc2C(N)=O)nnc1-c1ccncc1 | 0 | 2 | 1

Following part
entry	molecule	SIAE inh	ABHD4 inh	LEDGF integ inh	HTRA1 inhibitor	TCR-CD3 inh
33	Cc1nnc(SCc2ccccc2F)n1NCc1cccs1	5	-2	-1	5	-2
34	CC(=O)N1CCCc2cc(S(=O)(=O)N3CCCC(C)C3)ccc21 (configuration not stated)	0	7	1	4	3
35	COCCNC(=O)C1CCCN(C(=O)COc2ccc(Cl)cc2Cl)CC1 (configuration not stated)	0	7	-3	·	2
36	O=C(CC(c1ccccc1)(c1ccccc1)c1ccccc1)N[C@@H](Cc1ccccc1)C(=O)O	-1	-3	0	-23	5
37	COc1cccc(-n2c(SCC(N)=O)nc3ccccc3c2=O)c1	-12	-10	-1	-5	-2
38	CN1CCN(C(=S)NC(=O)/C=C/c2cccs2)CC1	4	-5	1	0	7
39	CC(C)(C)c1ccc(C(=O)OCC(=O)N2CCC(c3ccccc3)=N2)cc1	1	0	4	3	-2
40	CCN(CC)S(=O)(=O)c1ccc(S(=O)(=O)N2CCCC(C(=O)NC3CC3)C2)cc1 (configuration not stated)	5	2	3	5	-3

entry	TDP2 inh	PRMT1 inh	rCAG binder	Rev-erbA mod	PG9 binder
33	-7	0	-3	-5	-0.4
34	11	-2	-2	-3	-1.6
35	-3	0	1	-5	1.6
36	19	-1	26	-2	-0.3
37	2	-4	0	-3	-0.1
38	16	-5	-1	-1	-1.4
39	-7	-8	1	14*	-1.5
40	4	0	0	3	0.8

(more compounds)
entry	molecule	SIAE inh	ABHD4 inh	LEDGF integ inh	HTRA1 inhibitor	TCR-CD3 inh
41	O=C(NCCO)C1(c2ccccc2)CCCC1	2	3	-1	9	-2
42	O=C(CSc1nnc(Cc2cc(=O)[nH]c(=O)[nH]2)n1-c1ccccc1)N1CCCc2ccccc21	-3	1	1	0	1
43	CC1=NC(C(F)(F)F)(C(F)(F)F)C2=C(CC(C)(C)CC2=O)N1Cc1ccco1	1	7	2	-4	-5
44	CC1CN(S(=O)(=O)c2ccc(NC(=O)c3cc(-c4ccccc4O)n[nH]3)cc2)CC(C)O1 (configuration not stated)	-24	-79	2	-43	7
45	COc1ccc(-c2nn3cnnc3s2)cc1OC	3	0	-2	-1	1
46	COCCOC(=O)c1c(C)oc2ccc(OCC=C(C)C)cc12	0	-5	-1	-8	0
47	COCCCNC(=O)CCc1nc(-c2ccccc2Cl)no1	5	-12	0	6	-11
48	Cc1ccc(NC(=O)c2cc(S(=O)(=O)N3CCCC3)c[nH]2)c(C)c1	-3	1	0	-2	-9
49	COc1ccccc1C(=O)NNC(=O)c1ccc(Br)o1	-6	8	-7	2	-1
50	CCOC(=O)n1c(=O)n(C)c2ccc(Br)cc21	-1	3	-9	-2	-3
51	CCn1c(NC(=O)c2ccccc2F)c(-c2cccs2)c(=O)c2ccccc21	4	3	0	5	-1

entry	TDP2 inh	PRMT1 inh	rCAG binder	Rev-erbA mod	PG9 binder
41	13	0	-2	-2	-0.8
42	4	0	-3	2	-2.5
43	4	0	-6	2	-0.3
44	1	1	37*	0	0.3
45	-16	1	1	-4	0.6
46	-8	2	-2	2	0.0
47	-10	-3	2	0	-2.1
48	5	0	1	-2	-1.6
49	1	1	-5	2	-0.1
50	-3	4	-1	2	-0.6
51	18	0	3	1	-2.1

Entries 28–31, reprinted for reference:
entry	molecule	SIAE inh	ABHD4 inh	LEDGF integ inh	HTRA1 inhibitor	TCR-CD3 inh
28	CN1C(=O)c2ccc(NC(=O)CCS(=O)(=O)c3ccccc3)cc2C1=O	-6	1	3	1	7
29	N#Cc1c(N)oc(-c2ccccc2)c1-c1ccccc1	-3	-6	-1	-6	0
30	Cn1c(SCC(=O)Nc2sccc2C(N)=O)nnc1-c1ccncc1	2	0	1	1	-1
31	CC(C)CCC(O)(c1ccccc1)C(CN1CCOCC1)c1ccccc1 (configuration not stated)	4	2	-2	-5	-3

entry	TDP2 inh	PRMT1 inh	rCAG binder	Rev-erbA mod	PG9 binder
28	-6	0	-1	0	0.9
29	-2	-1	2	0	-1.1
30	-7	0	2	-4	1.5
31	-8	0	-4	0	0.1
